# Assay outcomes deposited in PubChem BioAssay by several laboratories.
# procasp3 activ – procaspase-3 (human) activation | activation, % at 8.5 µM | AID 463141 | actives 0.11% (n = 330,000) | recombinant procaspase-3 D3A, Ac-DEVD-pNA absorbance 405 nm | P42574;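 active means activation above the mean of all tested compounds plus 3 SD, cut at about 21% in these data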;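 further: 0% = DMSO alone and 100% = DMSO wells spiked with extra 5 µM PC-3 D3A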
# Target sequence (P42574 whole entry D9A/D28A/D175A): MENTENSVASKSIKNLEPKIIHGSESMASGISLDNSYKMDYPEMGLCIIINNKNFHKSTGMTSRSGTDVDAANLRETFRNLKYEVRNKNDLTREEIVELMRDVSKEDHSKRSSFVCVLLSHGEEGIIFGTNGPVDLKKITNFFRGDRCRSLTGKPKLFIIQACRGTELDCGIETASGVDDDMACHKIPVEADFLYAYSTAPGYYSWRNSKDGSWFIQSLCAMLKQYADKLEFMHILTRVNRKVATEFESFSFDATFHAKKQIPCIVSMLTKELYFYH
#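 Evaluation: percent activation relative to control range; Material: Procaspase-3 D3A mutant, all three cleavage aspartates alanine; Compound: single dose, 8.5 µM nominal compound, 0.8% DMSO; Replication: one well per compound; Signal: absorbance at 405 nm, 0 and 120 min; Schedule: 1 h preincubation plus 2 h reaction at 25 °C.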
# RPL19A-GFP yeast – yeast TOR pathway RPL19A-GFP modulation; percent response vs DMSO, % at 10 µM; actives 0.3% (n = 330,000); S. cerevisiae RPL19A-GFP strain, flow cytometry, 3 h; stronger effect = lower value; AID 2025;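 active means percent response vs DMSO below 50%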;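 further: median channel GFP fluorescence of the barcoded RPL19A-GFP strain; ratio of sample median GFP to plate DMSO average so 100% = DMSO; lower means less RPL19A-GFP as with rapamycin TOR inhibition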
# AHR act – activators of human aryl hydrocarbon receptor; AHR-responsive luciferase reporter cells, luminescence; activation, % at 5 µM; actives 2.5% (n = 320,000); AID 2796; in the data active means activation above about 47%;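 further: 0% = vehicle wells and 100% = reference agonist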
# CIT2-GFP yeast – modulators of TOR pathway CIT2-GFP in S. cerevisiae | AID 2029 | actives 0.065% (n = 320,000) | S. cerevisiae CIT2-GFP strain, flow cytometry, 3 h; 100 means same as DMSO wells | GFP response vs DMSO, % at 10 µM;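 active means GFP response relative to DMSO above a set limit, near the screen mean plus 3 SD, cut at about 150% in these data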;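 further: ratio of well median GFP fluorescence to mean of DMSO wells on the plate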
# MEP2 TOR yeast – yeast TOR pathway MEP2-GFP modulation | actives 0.51% (n = 330,000) | GFP response vs DMSO, % at 10 µM | S. cerevisiae MEP2-GFP strain, flow cytometry GFP, 3 h; 100% = DMSO control level | AID 2016;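 active means GFP response versus DMSO above a set limit, roughly screen mean plus 3 SD, cut at about 180% in these data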;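 further: median GFP fluorescence of the barcode-gated MEP2-GFP cells per well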
# LAP4 TOR yeast – alters LAP4-GFP fluorescence in TOR pathway yeast screen; S. cerevisiae LAP4-GFP multiplex, flow cytometry GFP, 3 h; median GFP as percent of DMSO wells; GFP response vs DMSO, % at 10 µM; actives 0.34% (n = 320,000);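 active means GFP response vs DMSO above a set limit, about the screen mean plus 3 SD, cut at about 150% in these data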
# AGP1-GFP MLPCN – yeast TOR pathway AGP1-GFP modulation | S. cerevisiae AGP1-GFP multiplex flow cytometry, 3 h; GFP as percent of DMSO wells | GFP response vs DMSO, % at 10 µM | actives 0.02% (n = 320,000) | AID 2066;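 active means GFP response relative to DMSO above a set limit, near screen average plus 3 SD, cut at about 150% in these data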;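 further: median GFP channel fluorescence of the gated AGP1 strain per well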
# proCasp7 act – counter-screen for procaspase-3 activators: activators of human procaspase-7; P55210; recombinant procaspase-7, Ac-DEVD-pNA absorbance 405 nm; D23A/D198A/D206A triple mutant, cannot self-cleave; scale: DMSO 0, 5 µM enzyme 100; activation, % at 8.5 µM; actives 0.093% (n = 330,000);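 active means percent activation above the screen-wide mean plus 3 SD, cut at about 25% in these data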
# Target sequence (P55210 whole entry D23A/D198A/D206A): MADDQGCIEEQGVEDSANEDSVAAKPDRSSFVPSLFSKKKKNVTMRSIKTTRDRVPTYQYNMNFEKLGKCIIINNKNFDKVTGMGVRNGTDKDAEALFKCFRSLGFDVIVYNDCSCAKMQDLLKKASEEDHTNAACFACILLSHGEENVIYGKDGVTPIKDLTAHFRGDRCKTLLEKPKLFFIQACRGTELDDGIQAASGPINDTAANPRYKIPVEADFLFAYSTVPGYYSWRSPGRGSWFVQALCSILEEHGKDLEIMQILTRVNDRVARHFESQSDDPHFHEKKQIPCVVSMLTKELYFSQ
#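 buffer or medium = Zinc-free HEPES/NaCl buffer, pH 7.4 | material = Procaspase-7 triple mutant (PC-7 D3A) | input = 2 µM procaspase-7 mutant as dispensed | signal = Epi-absorbance of released pNA at 405 nm, two timepoints | timing = 1 h preincubation, 2 h reaction | replicates = singlicate compound testing | evaluation = % activation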
# The depositor's hits bear a star; . = no result given. Outcome played no part in choosing rows (roughly 3.5% active in at least one column).
SMILES	procasp3 activ	RPL19A-GFP yeast	AHR act	CIT2-GFP yeast	MEP2 TOR yeast	LAP4 TOR yeast	AGP1-GFP MLPCN	proCasp7 act
CCc1ccc(N(C(=O)c2snc(C(N)=O)c2N)C(C(=O)NC2CCCC2)c2ccncc2)cc1 (stereo not drawn)	3	105	7	107	104	100	109	5
COc1ccc2c(c1)SCC(=O)N2C	2	104	2	109	106	110	101	-4
COc1ccc(-c2cc(C(=O)N3CCCC(C(F)(F)F)C3)c3ccccc3n2)cc1OC (stereo not drawn)	5	99	42	100	106	104	110	4
O=C(CNC1CCCCC1)Nc1cc(S(=O)(=O)N2CCOCC2)ccc1Cl	0	100	-1	103	104	109	102	5
COc1ccccc1C(=O)Nn1c(-c2cccs2)nc2ccccc2c1=O	10	104	14	95	101	90	104	5
COc1ccc(S(=O)(=O)N2CCC(C(=O)NCc3cccc(OC)c3)CC2)cc1	-1	101	0	109	112	103	108	0
COc1ccccc1CNC(=O)CCN=C1NS(=O)(=O)c2ccccc21	5	91	3	97	91	85	91	5
CC(C)NC(=S)N1CCN(S(C)(=O)=O)CC1	10	106	-1	100	101	96	102	16
Cc1ccc(C)c(NC(=O)CCOc2ccccc2)c1	.	104	.	96	108	90	90	.
CC(C)(C)OC(=O)NC(Cc1ccccc1)C(=O)O (stereo not drawn)	3	103	0	105	101	103	106	6
O=C(CSc1nncs1)Nc1ccc(Cl)cc1C(F)(F)F	5	97	-1	99	94	101	103	2
O=C(OCc1nc2scc(-c3ccccc3)c2c(=O)[nH]1)c1cc(Cl)ccc1[N+](=O)[O-]	-2	105	2	98	96	97	100	4
CC(Oc1cc2oc(=O)c3c(c2cc1Cl)CCC3)C(=O)NCCCN1CCOCC1 (stereo not drawn)	4	98	-1	100	92	94	95	-1
O=C(CCCCCN1C(=O)c2ccccc2C1=O)NCCc1nc2ccccc2[nH]1	-14	103	8	106	106	89	95	-13
CCc1ccc(N(CC(=O)NCc2ccco2)C(=O)CCC(=O)Nc2ccccn2)cc1	1	102	0	100	104	102	98	3

# (continued)
SMILES	procasp3 activ	RPL19A-GFP yeast	AHR act	CIT2-GFP yeast	MEP2 TOR yeast	LAP4 TOR yeast	AGP1-GFP MLPCN	proCasp7 act
C=CCOC(=O)C1=C[C@H](c2ccc(Br)cc2)[C@@H](CCCO)[C@H](OCC)O1	3	107	-1	87	94	108	90	-9
CC(OC(=O)CC1CCCCC1)C(=O)Nc1cccc(C#N)c1 (stereo not drawn)	-2	101	0	83	103	108	91	0
COc1ccc(NC(=O)NC2(C(=O)N3CCN4CCCC4C3)CCCCC2)cc1 (stereo not drawn)	-5	94	1	101	92	89	93	2
CCOc1ccccc1N(C)C(=O)c1cn(C)c(=O)c2ccccc12	2	96	13	92	102	100	94	8
Cc1ccc(NC(=O)COC(=O)CCC2CCCC2)c(Br)c1	4	99	1	99	98	96	95	1
COc1ccccc1C1(CC(=O)N2CCOCC2)CCOC(C(C)C)C1 (stereo not drawn)	-1	109	5	93	96	102	105	-5
CCOC(=O)C1=C(C)NC2=C(C(=O)C(C(=O)OCC)C(c3ccc(OC)cc3)C2)C1c1ccccn1 (stereo not drawn)	6	.	10	88	94	86	89	8
N#C/C(=C/c1ccc(F)cc1)c1nc(CCN2C(=O)c3ccccc3C2=O)cs1	8	97	0	101	105	100	99	14
O=[N+]([O-])c1cnc(Nc2ccc(Cl)cn2)c([N+](=O)[O-])c1	-10	85	139*	92	101	131	87	1
O=C(NCCC1=CCCCC1)C(=O)c1c[nH]c2ccccc12	-7	97	2	95	99	100	100	-1
Cc1ccc(NC(=O)CS(=O)CC(=O)N(CC(=O)NC2CCCC2)c2cc(C)ccc2C)cc1 (stereo not drawn)	-3	94	0	89	96	94	94	5
O=C(CN1CCCC1)Nc1ccc(NC(=O)Nc2ccccc2)cc1	7	98	8	96	102	96	100	9
COc1ccc2c(CC(=O)NCCN3C(=O)S/C(=C\c4cccnc4)C3=O)coc2c1	0	106	6	99	107	100	98	-20
CC(C)CC(NC(=O)C1CCCCC1)C(=O)NCc1ccccn1 (stereo not drawn)	-2	95	-1	105	95	102	100	4
COc1ccc(C(C)(C)NC(=O)C2CCC(=O)N(C3CCCC3)C2)cc1OC (stereo not drawn)	8	98	-2	97	88	90	96	3

# Additional structures
SMILES	procasp3 activ	RPL19A-GFP yeast	AHR act	CIT2-GFP yeast	MEP2 TOR yeast	LAP4 TOR yeast	AGP1-GFP MLPCN	proCasp7 act
C#Cc1ccc([C@@H]2C=C(C(=O)N3CCN(Cc4ccc5c(c4)OCO5)CC3)O[C@H](OCC)[C@H]2CCCO)cc1	-4	104	6	112	100	107	97	3
O=C(/C=C/c1cccc([N+](=O)[O-])c1)Nc1cc(C(=O)O)cc(C(=O)O)c1	1	94	-1	107	97	98	104	2
O=C(C1CCCN1S(=O)(=O)c1cccc2nsnc12)N1CCCCC1 (stereo not drawn)	-5	104	4	95	113	104	106	-2
Cc1ccn2c(=O)c(C(=O)NCCCN3CCCC3=O)c(O)nc2c1	7	96	0	99	99	100	100	-3
O=C(Nc1ccncc1)c1ccc(N2CCCC2=O)cc1	4	102	-9	95	102	103	101	-1
COCCCNS(=O)(=O)c1ccc(Oc2ncc(C(F)(F)F)cc2Cl)cc1	5	102	2	102	105	104	104	2
C=CCN(C(=O)CCC(=O)Nc1cc(C)on1)C(C(=O)NC1CCCC1)c1ccc(Cl)cc1 (stereo not drawn)	10	104	0	98	102	91	99	11
COc1ccc(C(=O)Nc2ccccc2C(=O)N2CCCCCC2)cc1OC	-6	110	0	105	104	99	103	8
COc1ccc(NC(=O)CCC(=O)N(Cc2ccc(OC)c(OC)c2)c2nccs2)c(OC)c1	-6	95	1	107	101	101	99	10
CCOc1ccccc1NC(=O)CN1CCC(NC(=O)c2ccccc2)CC1	4	95	-1	112	107	100	103	5
Cc1cnc(=O)[nH]c1SCC(=O)Nc1nccs1	2	101	3	101	117	111	109	1
CCOC(=O)c1c(NC(=S)Nc2ccc(OCC)cc2)sc2c1CCN(C)C2	-21	100	8	98	106	117	97	-29
CCOC(=O)c1ccc(CNC(=O)c2cc(C(C)(C)C)oc2C)o1	0	101	8	.	103	93	103	4
CCCC(C(=O)NC(C)(C)C)N(CC1CCCO1)C(=O)c1snc(C(N)=O)c1N (stereo not drawn)	-9	100	2	96	98	99	94	1
CN(C(=O)c1ccccc1C(=O)OCC(=O)Nc1ccccc1)c1ccccc1	-6	96	1	95	105	101	104	4

# (cont.)
SMILES	procasp3 activ	RPL19A-GFP yeast	AHR act	CIT2-GFP yeast	MEP2 TOR yeast	LAP4 TOR yeast	AGP1-GFP MLPCN	proCasp7 act
N#CCCN(Cc1ccccc1)C(=S)Nc1ccc(F)cc1	2	95	0	96	95	101	100	-1
O=C(CN1CCCCC1)Nc1nc(-c2ccc(F)c(F)c2)cs1	-2	104	19	100	106	96	94	1
COc1cc(OC)nc(NC(C)=O)n1	2	95	1	98	108	110	101	3
CCOC(=O)c1ccc(N2C(=O)C=C(N3CCOCC3)C2=O)cc1	-8	106	-1	105	100	94	100	-2
CCCN(CC(=O)Nc1ccccc1OC)C(=O)CCC(=O)c1ccc(OCC)cc1	2	106	0	105	116	114	108	9
O=C(NCC(c1ccco1)N1CCc2ccccc21)c1ccccc1Cl (stereo not drawn)	4	101	-1	101	97	106	102	5
CCCn1c(SCC(=O)NCC)nc2sc3c(c2c1=O)CCC3	-2	96	0	97	97	89	94	4
COc1cc(/C=C/C(=O)c2ccc(NS(=O)(=O)c3ccc(C)cc3)cc2)cc(OC)c1O	-11	98	-1	88	98	92	95	-14
COc1ccc(CN(C(=O)c2snc(C(N)=O)c2N)C(C(=O)NC2CCCC2)c2ccc(OC)c(OC)c2)cc1 (stereo not drawn)	6	105	1	106	108	98	102	2
COc1ccc(C)cc1NC(=O)CCN1CCCC1	8	96	-2	87	116	106	101	3
CC(C)CNS(=O)(=O)c1cc(C(=O)OCC(=O)N2CCOCC2)c(Cl)cc1Cl	2	102	0	101	105	100	107	8
COc1ccc(OCC(=O)NNC(=O)c2cccc(S(=O)(=O)N(C)C)c2)cc1	1	106	-1	99	107	95	100	-6
CCC(NC(=S)NC1CCCCC1)c1ccc(C)cc1 (stereo not drawn)	.	112	.	84	98	83	87	.
CCOC(=O)NC(=O)c1cn(Nc2ncc(Cl)cc2C(F)(F)F)c(=O)[nH]c1=O	2	94	-1	106	87	106	113	6
Nc1nc(F)nc2c1ncn2[C@@H]1O[C@H](CO)[C@@H](O)[C@@H]1O	1	109	-2	94	100	101	101	2

# Next part.
SMILES	procasp3 activ	RPL19A-GFP yeast	AHR act	CIT2-GFP yeast	MEP2 TOR yeast	LAP4 TOR yeast	AGP1-GFP MLPCN	proCasp7 act
Cc1ccc(S(=O)(=O)N(C)C)cc1NC(=S)N(C)C1CCN(C)CC1	-1	100	2	98	103	81	91	-6
Cn1ncc([N+](=O)[O-])c1C(=O)Nc1ccccc1Cl	10	105	5	94	107	94	94	0
COCCn1c(SCc2ccccc2Cl)nc2c1c(=O)[nH]c(=O)n2C	10	103	2	97	103	107	104	8
COc1cccc(CNC(=O)Cn2ncc3c(=O)oc4ccccc4c32)c1	-13	100	4	104	101	105	104	-2
C/C(=N\NC(=O)c1ccccc1)c1ccc(N2CCCCC2)cc1	-1	101	3	98	99	91	103	-13
O=C(c1cc2ccccc2o1)N(Cc1ccco1)Cc1cccs1	-6	103	5	87	101	117	106	-5
CC(=O)Oc1cc(C(=O)OCC(=O)N2CCc3ccccc3C2)cc(OC(C)=O)c1OC(C)=O	-13	97	-1	98	92	100	101	-8
CCN1CCN(C(=O)c2cc3cc([N+](=O)[O-])ccc3oc2=O)CC1	8	97	-1	95	93	97	101	1
O=C(Cn1cnc2ccccc2c1=O)NCc1cccs1	9	104	-1	119	105	111	114	2
COC(=O)c1c(NC(=O)CSc2ncnc3c2cnn3-c2ccccc2Cl)sc2c1CCCC2	0	97	2	98	99	89	100	9
O=C(COC(=O)Cc1ccsc1)NCc1ccccc1	2	98	2	102	109	89	91	-4
Cn1nc([N+](=O)[O-])c(C(C#N)c2ccccn2)c(Cl)c1=O (stereo not drawn)	9	105	13	95	98	87	100	-4
CC(=O)Nc1ccc(S(=O)(=O)N(C)CC(=O)Nc2cccc(S(=O)(=O)N3CCCC3)c2)cc1	5	100	4	107	106	110	112	3
COc1cccc(C(=O)N2CCN(Cc3ccc(OC)cc3OC)CC2)c1	-6	104	1	109	101	85	97	-1
Cn1c(-c2ccc(Cl)cc2)ccc(C#N)c1=O	7	100	100*	101	101	105	98	-1
O=C(NCCCN1CCCC1=O)c1cc(-c2cccnc2)nc2ccc(Cl)cc12	0	104	5	101	100	96	94	2
FC(F)(F)c1cc(Cl)c2nnc(C(F)(F)Cl)n2c1	3	100	14	99	106	97	99	3
CNC(=O)c1ccc(NC(=O)C2CCN(c3ncnc4sc(C)c(C)c34)CC2)cc1	2	98	0	121	108	100	104	7

# Three compounds drawn at random from the list so far, as already listed:
SMILES	procasp3 activ	RPL19A-GFP yeast	AHR act	CIT2-GFP yeast	MEP2 TOR yeast	LAP4 TOR yeast	AGP1-GFP MLPCN	proCasp7 act
O=C(NCCCN1CCCC1=O)c1cc(-c2cccnc2)nc2ccc(Cl)cc12	0	104	5	101	100	96	94	2
O=C(c1cc2ccccc2o1)N(Cc1ccco1)Cc1cccs1	-6	103	5	87	101	117	106	-5
CCN1CCN(C(=O)c2cc3cc([N+](=O)[O-])ccc3oc2=O)CC1	8	97	-1	95	93	97	101	1
